Screens (PubChem)
S3 lipid droplet – qHTS Assay for Lipid Storage Modulators in Drosophila S3 Cells. Drosophila S3 cells, BODIPY lipid droplet fluorescence, 18-24 h; cells fed with added oleic acid. Potency in µM for hits, for the others lipid storage change, negative = inhibition, % at the top dose, mostly 46.1 µM. actives 0.64% (n = 320,000). AID 2685; active = well fitted inhibition curve with a large enough effect in the signal ratio, with a control signal flat, not every such curve was filed as active; inconclusive = small, poorly fitted or top-dose-only effect, or effect the other way, or a change in a side signal; the % refers to the signal ratio
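Drosophila S3 cells got compounds at several concentrations plus oleic acid (400 uM solution). Laser-scanning cytometry with 488 nm excitation read lipid droplets at 500-530 nm and cells at 575-640 nm. Percent activity was relative to 20 uM Triacsin C.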
S3 lipid droplet cell count max – recorded beside S3 lipid droplet, whose call it bears; cell number change, %; measured here: cell count max response;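 cells counted by Cell Tracker Red CMTPX staining in the red channel; peak over a dose series mostly up to 46.1 µM; percent activity relative to internal control wells on each plate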
* = called active by the depositor. % is scaled to controls: 0 for no effect and ±100 for the full control effect; potency is read from the fitted curve at half-maximal effect. The list is partial; the hit share may differ from the screen's.

What do the screens show for `Cc1ccc(NC(=O)CC2CS(=O)(=O)CC2CC(=O)Nc2ccc(C)c(C)c2)cc1C` (configuration not stated)?
S3 lipid droplet: -3%; S3 lipid droplet cell count max: 14

What do the screens show for `Cc1ccc(S(=O)(=O)N/N=C/c2ccccc2O)cc1[N+](=O)[O-]`?
S3 lipid droplet: -5%; S3 lipid droplet cell count max: 15

What do the screens show for `CC1(C)C2C/C(=N\O)C(C)(/[N+]([O-])=C/c3cccc([N+](=O)[O-])c3)CC21` (configuration not stated)?
S3 lipid droplet: 13%; S3 lipid droplet cell count max: -18

What do the screens show for `O=C1S/C(=C\c2ccc(N3CCOCC3)o2)C(=O)N1Cc1c(F)cccc1Cl`?
S3 lipid droplet: -22%; S3 lipid droplet cell count max: -11

What do the screens show for `CN(CC(=O)Nc1ccc(F)c(F)c1F)C1CCCCC1`?
S3 lipid droplet: inconclusive

How did Oc1ccc(Cc2ncc(C(F)(F)F)cc2Cl)cc1 do in these assays?
S3 lipid droplet: inconclusive

What do the screens show for `Cc1ccn(C(C)CC(=O)N2CCc3ccccc32)n1` (configuration not stated)?
S3 lipid droplet: inactive; S3 lipid droplet cell count max: 3

What do the screens show for `CNC(=O)/C=C1\NC(C)(C)Cc2c1ccc1ccccc21`?
S3 lipid droplet: inconclusive

How did Cn1ccnc1C(=O)c1ccc(N)cc1 do in these assays?
S3 lipid droplet: -5%; S3 lipid droplet cell count max: 2

Results for CC1CC2=C(C(=O)O1)C(c1ccc(Cl)cc1)Nc1ccccc1N2 (configuration not stated) ?
S3 lipid droplet: -1%; S3 lipid droplet cell count max: 9

Results for C=CCn1c(C2CCCCC2)n[nH]c1=S ?
S3 lipid droplet: -5%; S3 lipid droplet cell count max: 1

What do the screens show for `Cc1ccc(OCc2n[nH]c(=S)n2-c2ccc(Br)cc2)cc1`?
S3 lipid droplet: inactive; S3 lipid droplet cell count max: -10

What do the screens show for `Cc1nn(-c2ccccc2)c(C)c1-c1ccccc1O`?
S3 lipid droplet: 7.3µM*; S3 lipid droplet cell count max: -20*

How did O=C(Cc1ccc(-n2c(=O)c3ccccc3n(CC(=O)Nc3ccc(F)cc3F)c2=O)cc1)NCc1ccco1 do in these assays?
S3 lipid droplet: 9%; S3 lipid droplet cell count max: 10

What do the screens show for `Cn1cccc1Cc1nnc(SCC(=O)N2CCCc3ccccc32)n1-c1ccc(F)cc1`?
S3 lipid droplet: 0%

Results for Cc1cc(C)c2oc(C(=O)NC3CCS(=O)(=O)C3)cc(=O)c2c1 (configuration not stated) ?
S3 lipid droplet: inconclusive

Results for Cc1c(C(=O)Nc2ccccc2)sc2nc3n(c(=O)c12)CCCCC3 ?
S3 lipid droplet: -10%; S3 lipid droplet cell count max: 7

What do the screens show for `Cn1c(SCC(=O)c2ccccc2)nnc1-c1cccs1`?
S3 lipid droplet: 19%; S3 lipid droplet cell count max: 13

What do the screens show for `O=C(OCCOc1cccc(Cl)c1)c1ccc2ncsc2c1`?
S3 lipid droplet: inconclusive

How did O=C(NCCCNC(=O)c1ccco1)c1ccc(F)cc1 do in these assays?
S3 lipid droplet: inconclusive

Results for CCCCOc1ccc(N=Nc2ccc(N)nc2N)cn1 ?
S3 lipid droplet: inconclusive

How did Cc1nnsc1-c1onc(C)c1C(=O)O/N=C/c1ccc(Cl)cc1 do in these assays?
S3 lipid droplet: inconclusive

What do the screens show for `O=C(Cc1ccccc1)Nc1ccc(NC(=O)c2cccs2)cc1`?
S3 lipid droplet: inconclusive

How did CC(C)(C)c1nnc(NC(=O)CS(=O)(=O)Cc2ccccc2)s1 do in these assays?
S3 lipid droplet: 2%; S3 lipid droplet cell count max: -10

Results for O=C(NC1CCCCC1)[C@H](CSCc1ccccc1)N1Cc2ccccc2C1=O ?
S3 lipid droplet: 15%; S3 lipid droplet cell count max: 6

What do the screens show for `CC(C)OC(=O)CN1CCN(C2c3ccccc3-c3ccccc32)CC1`?
S3 lipid droplet: -10%; S3 lipid droplet cell count max: -15

How did C/C(=N\NC(=O)c1cccs1)C(C)(C)C do in these assays?
S3 lipid droplet: inconclusive

How did CCOc1ccccc1C(=O)OCC(=O)NCCNC(=O)COC(=O)c1ccccc1OCC do in these assays?
S3 lipid droplet: inconclusive

Results for O=C(NCC1CCCO1)Nc1ccc2c(c1)OCO2 (configuration not stated) ?
S3 lipid droplet: -15%; S3 lipid droplet cell count max: -9

Results for O=C1CCCN1C(=O)CSc1nnnn1-c1ccccc1 ?
S3 lipid droplet: inconclusive

How did OC(CN1CCCC(C(F)(F)F)C1)c1ccccc1 (configuration not stated) do in these assays?
S3 lipid droplet: inconclusive

Results for CCc1cccc(C)c1NC(=S)N(CCCN1CCOCC1)Cc1cccnc1 ?
S3 lipid droplet: 0%; S3 lipid droplet cell count max: -9

Results for COC(=O)c1ccc(Cl)c(NC(=O)NC2CCCCC2)c1 ?
S3 lipid droplet: inactive; S3 lipid droplet cell count max: 12

Results for CC(C)CC(=O)NC(=S)N(Cc1ccccc1)Cc1ccccc1 ?
S3 lipid droplet: 14%; S3 lipid droplet cell count max: -19

How did N#CCSc1ccc2nc(-c3ccccc3)cn2n1 do in these assays?
S3 lipid droplet: inconclusive

How did C=C1C[C@@]23CCC4[C@@](C)(CCC[C@@]4(C)C(=O)O)C2CC[C@]1(O)C3 (some centres not stated) do in these assays?
S3 lipid droplet: inconclusive

How did Cc1cc(/C=N/n2cnnc2)c(C)n1-c1ccc2c(c1)OCO2 do in these assays?
S3 lipid droplet: inconclusive

How did COc1ccc(CCN2C(=O)CC(N3CCN(S(=O)(=O)c4ccccc4)CC3)C2=O)cc1 (configuration not stated) do in these assays?
S3 lipid droplet: inactive; S3 lipid droplet cell count max: 6

What do the screens show for `CCOC(=O)C1=C(C)N=C2SC(C(=O)OC)=CC(=O)N2C1c1cc(OC)c(OC)c(OC)c1` (configuration not stated)?
S3 lipid droplet: 10%; S3 lipid droplet cell count max: 0

How did COc1ccccc1CNC(=O)C1CC2Cn3c(nc4cc5ccccc5cc43)C2N1C (configuration not stated) do in these assays?
S3 lipid droplet: inconclusive

Results for CSc1nnc(-c2cccn(Cc3cccc(Cl)c3)c2=O)o1 ?
S3 lipid droplet: 13%; S3 lipid droplet cell count max: 4

How did C=CCOc1ccc(/C=N/Nc2ccccn2)cc1OC do in these assays?
S3 lipid droplet: inconclusive

How did Cc1ccccc1CC(=O)c1ccc(O)c(C)c1O do in these assays?
S3 lipid droplet: -18%

Results for CC(C)n1c(NCc2ccc(N(C)C)cc2)nc2ccccc21 ?
S3 lipid droplet: 3%; S3 lipid droplet cell count max: 14

How did COc1ccc(CC(=O)N/N=C(\C)c2cccnc2)cc1 do in these assays?
S3 lipid droplet: inconclusive

What do the screens show for `COC(=O)c1cc(NS(=O)(=O)c2ccc(OC)c(OC)c2)ccc1Cl`?
S3 lipid droplet: inconclusive

Results for CCN1CCN(CCC(=O)Nc2cc(OC)ccc2OC)CC1 ?
S3 lipid droplet: 1%; S3 lipid droplet cell count max: 10

How did FC(F)(F)c1nc2cc3nc4ccccc4[nH]c3cc2n1 do in these assays?
S3 lipid droplet: inactive; S3 lipid droplet cell count max: 9

What do the screens show for `COc1ccc(C2=CC(=O)C[C@H](c3ccc(Cl)cc3)C2)cc1`?
S3 lipid droplet: inconclusive

What do the screens show for `COc1cccc(NC(=O)c2cc3ccccc3cc2OC)c1`?
S3 lipid droplet: inactive; S3 lipid droplet cell count max: -15

How did COc1ccccc1N1CCN(c2ccc([N+](=O)[O-])cn2)CC1 do in these assays?
S3 lipid droplet: -18%; S3 lipid droplet cell count max: -13

Results for Cc1noc(NC(=O)c2ccccc2C(F)(F)F)c1C#N ?
S3 lipid droplet: -24%; S3 lipid droplet cell count max: 13

Results for COc1ccc(C(CNC(=O)c2oc3cc(C)c(Cl)cc3c2C)N2CCCCC2)cc1 (configuration not stated) ?
S3 lipid droplet: inactive; S3 lipid droplet cell count max: -16

How did O=C1N=C(N2CCOCC2)S/C1=C/c1ccc(-c2ccc(F)cc2)o1 do in these assays?
S3 lipid droplet: 10%; S3 lipid droplet cell count max: 5

How did Cc1cccc(NC(=O)c2ccc(N3CCOCC3)c([N+](=O)[O-])c2)n1 do in these assays?
S3 lipid droplet: inconclusive

What do the screens show for `Cc1csc(Sc2ccc([N+](=O)[O-])cc2C(=O)OCC(=O)NC2CCCC(C)C2C)n1` (configuration not stated)?
S3 lipid droplet: inconclusive

How did CC1=C(C)[N+](=O)C2(O)CCCCC2(C)N1[O-] (configuration not stated) do in these assays?
S3 lipid droplet: 5%; S3 lipid droplet cell count max: 2

What do the screens show for `CC1(C)CC(=O)C=C(NCC(=O)O)C1`?
S3 lipid droplet: inconclusive

Results for CCN(CC(=O)Nc1c(F)cccc1F)C(=O)CCSc1ccc(F)cc1 ?
S3 lipid droplet: inconclusive

Results for Cc1ccccc1OCCC(=O)Nc1cccc(S(=O)(=O)Nc2ccccc2Cl)c1 ?
S3 lipid droplet: inconclusive

How did Cc1[nH]n(C(N)=S)c(=O)c1N=Nc1ccc2ccccc2c1 do in these assays?
S3 lipid droplet: inconclusive

Results for O=C(NNC(=O)C1CCCCC1)c1ccncc1 ?
S3 lipid droplet: inconclusive

What do the screens show for `CCCCN(C)C(=O)c1coc(=O)c2ccccc12`?
S3 lipid droplet: inconclusive

What do the screens show for `O=C(O)CCCN1C(=O)c2ccccc2Sc2ncccc21`?
S3 lipid droplet: inconclusive

What do the screens show for `Cc1cccc(N2CCN(C3CCCCC3NS(=O)(=O)c3ccccc3)CC2C)c1` (configuration not stated)?
S3 lipid droplet: inactive

How did C=CCn1c(SCCCCCC)nc(O)cc1=O do in these assays?
S3 lipid droplet: inconclusive

Results for CNC(=O)COc1ccc(S(=O)(=O)N2CCCC2)cc1 ?
S3 lipid droplet: inactive; S3 lipid droplet cell count max: 3

What do the screens show for `O=c1oc2cc(O)ccc2cc1-c1ccc(F)cc1`?
S3 lipid droplet: -3%

What do the screens show for `CCC(C)NC(=O)Cc1c(OC)ccc2cc(Br)ccc12` (configuration not stated)?
S3 lipid droplet: inconclusive

Results for O=C(Oc1ccc2c3c(c(=O)oc2c1)CCCC3)c1cccs1 ?
S3 lipid droplet: inconclusive

How did COc1ccc(C(=O)Oc2ccc(C(=S)N3CCCC3)cc2)cc1OC do in these assays?
S3 lipid droplet: inconclusive

How did O=C(O)CCNC(=O)COc1ccc2c3c(c(=O)oc2c1)CCCC3 do in these assays?
S3 lipid droplet: -23%; S3 lipid droplet cell count max: -7

What do the screens show for `O=C(Nc1ccc(N2CCOCC2)c(Cl)c1)c1c(F)c(F)c(F)c(F)c1F`?
S3 lipid droplet: inconclusive

Results for Cn1cnnc1Sc1ccc(/C=C(\CCC(=O)O)c2nc3ccccc3s2)cc1[N+](=O)[O-] ?
S3 lipid droplet: inconclusive

What do the screens show for `CC(=O)c1cc2c(cc1NC(=O)CCc1c(C)nc3ncnn3c1C)OCO2`?
S3 lipid droplet: inconclusive

Results for COc1ccccc1C1CCN(Cc2ccc(Cl)cc2Cl)CC1 ?
S3 lipid droplet: inconclusive

How did O=C(CCN1CCOCC1)Nc1ccccc1 do in these assays?
S3 lipid droplet: 0%; S3 lipid droplet cell count max: 6

What do the screens show for `CC(=O)c1cccn1S(=O)(=O)c1ccccc1`?
S3 lipid droplet: -9%; S3 lipid droplet cell count max: 5

How did CCOc1ccccc1NC(=O)NC1(C(=O)NCc2cccnc2)CCCCC1 do in these assays?
S3 lipid droplet: inconclusive

Results for Cc1ccc(-n2nnnc2SCC(=O)N2CCCCC2)cc1 ?
S3 lipid droplet: inconclusive

Results for COc1ccc(C(=O)Nc2nncs2)cc1S(=O)(=O)N1CC(c2ccccc2)CC1=O (configuration not stated) ?
S3 lipid droplet: inconclusive

Results for COC(=O)c1ccc(NS(=O)(=O)c2ccc3c(c2)n(C)c(=O)n3C)cc1 ?
S3 lipid droplet: inconclusive

Results for O=c1[nH]nc(-c2ccc(F)cc2)cc1Cc1ccc(F)cc1 ?
S3 lipid droplet: 11%

How did O=C(CN1CCN(Cc2ccccc2)CC1)NCc1ccccc1Cl do in these assays?
S3 lipid droplet: inconclusive

How did Cc1cc(C(F)(F)F)nn1Cc1n[nH]c(=S)n1-c1ccc(F)cc1 do in these assays?
S3 lipid droplet: inconclusive

Structures shown so far that contain an aryl thioether with sulfur outside any ring:
What do the screens show for `Cn1cccc1Cc1nnc(SCC(=O)N2CCCc3ccccc32)n1-c1ccc(F)cc1`?
S3 lipid droplet: 0%

What do the screens show for `Cn1c(SCC(=O)c2ccccc2)nnc1-c1cccs1`?
S3 lipid droplet: 19%; S3 lipid droplet cell count max: 13

Results for O=C1CCCN1C(=O)CSc1nnnn1-c1ccccc1 ?
S3 lipid droplet: inconclusive

How did N#CCSc1ccc2nc(-c3ccccc3)cn2n1 do in these assays?
S3 lipid droplet: inconclusive

Results for CSc1nnc(-c2cccn(Cc3cccc(Cl)c3)c2=O)o1 ?
S3 lipid droplet: 13%; S3 lipid droplet cell count max: 4

What do the screens show for `Cc1csc(Sc2ccc([N+](=O)[O-])cc2C(=O)OCC(=O)NC2CCCC(C)C2C)n1` (configuration not stated)?
S3 lipid droplet: inconclusive

Results for CCN(CC(=O)Nc1c(F)cccc1F)C(=O)CCSc1ccc(F)cc1 ?
S3 lipid droplet: inconclusive

How did C=CCn1c(SCCCCCC)nc(O)cc1=O do in these assays?
S3 lipid droplet: inconclusive

Results for Cn1cnnc1Sc1ccc(/C=C(\CCC(=O)O)c2nc3ccccc3s2)cc1[N+](=O)[O-] ?
S3 lipid droplet: inconclusive

Results for Cc1ccc(-n2nnnc2SCC(=O)N2CCCCC2)cc1 ?
S3 lipid droplet: inconclusive
